# Compound activity as filed in PubChem BioAssay.
# NOD2 inhibition: NOD2 signaling inhibitors, cell-based, luminescence, uHTS, HEK293 (AID 1566); HEK293 NOD2/NF-kB luciferase reporter, luminescence; higher % means a stronger effect; inhibition, % at 4 µM, or EC50 in µM where a hit was titrated; hit rate 0.63% among 290,000; further: many of its hits are not listed in these tables
# NOD1 inhibition: NOD1 signaling inhibitors, primary screen, cell-based, luminescence, uHTS (AID 1578); NOD1-driven NF-kB luciferase reporter cells, luminescence; higher % means a stronger effect; one-dose inhibition, % at 4 µM; EC50 in µM for titrated hits; hit rate 1% among 290,000; in the data active means inhibition mostly above about 36%, no sharp cut-off; inactive means mostly below about 34%;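 further: HEK-293T reporter cells stimulated with the NOD1 agonist gamma-tri-DAP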
# LYP phosphatase: inhibitors of LYP phosphatase, biochemical, fluorescence intensity, uHTS (AID 1779); Tyrosine-protein phosphatase non-receptor type 22 (Homo sapiens); recombinant LYP phosphatase, fluorescence intensity; higher % means a stronger effect; inhibition, % at 11.5 µM; hits with a dose series show IC50 in µM; hit rate 0.054% among 290,000;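 further: plate controls were vehicle with enzyme for no effect and no enzyme for full effect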
# Salmonella PhoP GFP: inhibitors of PhoP regulon expression, primary screen, Salmonella Typhimurium, GFP reporter (AID 1863); hit rate 0.16% among 300,000; S. Typhimurium PhoP-regulated promoter GFP reporter, 4 h; higher % means a stronger effect; one-dose inhibition, % at 50 µM; IC50 in µM for titrated hits;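 active means inhibition over 29.93%, a cutoff 3 SD above the screen mean, later confirmed by dose response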;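 further: 0% = low Mg2+ inducing control and 100% = high Mg2+ repressing control; strong numbers were not always called active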
# KOR beta-arrestin-1: KOR antagonists, beta-arrestin recruitment, cell-based, luminescence, uHTS (AID 1778); Kappa-type opioid receptor (Homo sapiens); KOR beta-arrestin recruitment, luminescence, antagonist mode; higher % means a stronger effect; one-dose inhibition, % at 10 µM; IC50 in µM for titrated hits; hit rate 0.091% among 290,000; further: strong numbers were not always called active
# Myeloid diff MLP: induction of myeloid progenitor differentiation, primary screen, cell-based, flow cytometry, MLPCN library. ER-HoxA9 myeloid progenitors, lysozyme-GFP differentiation. calls only at 10 µM. hit rate 1% among 360,000. AID 624256, 2012;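 active means normalized GFP-positive differentiation at or above the plate's own cutoff, the solvent-only control mean plus 3 SD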;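 further: cells exposed to compound for four days before flow analysis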
# KOR beta-arrestin-2: KOR agonists, beta-arrestin recruitment, primary screen, cell-based, luminescence, uHTS (AID 1777); Kappa-type opioid receptor (Homo sapiens); KOR beta-arrestin recruitment, luminescence; higher % means a stronger effect; activation, % at 10 µM; hits with a dose series show EC50 in µM; hit rate 0.02% among 280,000; in the data active means activation above about 50%, passing the limit was not always enough; further: a part of the inactive calls stands beside numbers as strong as those of hits
# SIAH1 antagonists: Siah-1 peptide-binding antagonists, primary screen, biochemical, fluorescence polarization, rhodamine-plectin, uHTS (AID 1817) | E3 ubiquitin-protein ligase SIAH1 (Homo sapiens) | Siah-1 / rhodamine-plectin peptide fluorescence polarization; higher % means a stronger effect | displacement, % at 20 µM, or IC50 in µM where a hit was titrated | hit rate 0.02% among 290,000;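 active means displacement of at least 50% at 20 µM, with a fluorescence ratio check between 0.3 and a set limit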;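 further: plate controls were Siah plus tracer with DMSO for no effect and tracer alone without Siah for full effect; strong numbers were not always called active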
# HIV peptide binding: inhibitors of HIV fusion peptide binding, primary screen, biochemical, uHTS, fluorescence dequenching (AID 1986). cell-free peptide binding, fluorescence dequenching, 30 min; higher % means a stronger effect. one-dose inhibition, % at 20 µM; IC50 in µM for titrated hits. hit rate 0.3% among 290,000; in the data active means inhibition mostly above about 52%, no sharp cut-off; inactive means mostly below about 76%; further: some results filed as inactive read as strong as hits
# Myeloid diff MLP GFP+ MAC1+ %: second read-out of Myeloid diff MLP, no call of its own (marks repeat the call); GFP+ MAC1+ double positive, %; measured here: differentiation confirmed by MAC1 staining
# An asterisk follows results filed as active; i = inactive; . = not tested or not shown; [ ] = remark or other dose. Unless noted, no stated cut-off is given here; in the data, active means inhibition above about 50%; inactive means the rest. An excerpt, so the mix of outcomes need not match the whole.
(1) Cn1c(/C=N/c2nc3ccccc3[nH]2)nc2ccccc21
(2) O=C(Nc1ccnn1C1CCN(Cc2ccc(CO)o2)CC1)c1ccc2c(c1)OCO2
(3) CCN(CC(=O)NCc1ccc(F)cc1)C(=O)/C=C/c1ccc(S(=O)(=O)N(CC)CC)cc1
(4) CC1=C(C(=O)OC(C)(C)C)C(c2cccc3ccccc23)NC(=O)N1 (stereo not given)
(5) Cc1nc2ccc(S(=O)(=O)NCC(=O)N3CCc4ccccc43)cc2s1
(6) CC1=NN(c2ccccc2)C(=O)/C1=C/c1c(O)n(-c2ccc(F)cc2)[nH]c1=O
(7) CN(C)S(=O)(=O)c1cccc(NC(=O)CNCC2CCCCC2)c1
(8) Cc1ccc(Oc2nc3ccccn3c(=O)c2/C=C(\C#N)C(=O)NC2CCS(=O)(=O)C2)c(C)c1 (stereo not given)
screen / no.,1,2,3,4,5,6,7,8
NOD2 inhibition,8%,-1%,10%,8%,3%,-86%,12%,0%
NOD1 inhibition,-13%,-21%,-14%,18%,1%,-35%,-32%,-16%
LYP phosphatase,-2%,-13%,-7%,-5%,-3%,0%,-6%,-2%
Salmonella PhoP GFP,-10%,-2%,1%,10%,-3%,-1%,-4%,-7%
KOR beta-arrestin-1,-20%,19%,-34%,-26%,9%,-7%,-14%,3%
Myeloid diff MLP,i,i,i,i,i,i,i,i
Myeloid diff MLP GFP+ MAC1+ %,8.1,1.2,0.1,0.1,0.8,0.5,0.2,0.4
KOR beta-arrestin-2,0.9%,-3.4%,-1.8%,2.8%,-4.0%,7.5%,-0.6%,-2.3%
SIAH1 antagonists,-2%,-1%,9%,-8%,2%,-5%,8%,6%
HIV peptide binding,2.0%,0.0%,0.6%,-0.4%,1.7%,55%,1.4%,2.4%

(9) CC(Sc1nnc(C(C)N(C)C)n1-c1ccc(Cl)cc1)C(=O)Nc1ccc2c(c1)OCO2 (stereo not given)
(10) ClC1(Cl)CC1Cn1cnc2ccccc21 (stereo not given)
(11) CC(=O)NC(CCS(C)(=O)=O)C(=O)Nc1cccc(C)c1C (stereo not given)
(12) CCOc1ccccc1N(CC(=O)Nc1ccc2c(c1)OCCO2)S(C)(=O)=O
(13) Cn1c(C(=O)N2CCCC(C(=O)c3ccc(C(F)(F)F)cc3)C2)cc(=O)n(C)c1=O (stereo not given)
(14) COc1ccc(S(=O)(=O)N2CCCC(C(=O)N3CCN(c4ccccc4)CC3)C2)cc1Cl (stereo not given)
(15) Nc1cccc(NC(=O)CN2CCOCC2)c1
(16) Nc1cc(=O)[nH]c(SCC(=O)N2CCN(S(=O)(=O)c3ccc4ccccc4c3)CC2)n1
screen / no.,9,10,11,12,13,14,15,16
NOD2 inhibition,-7%,-6%,-3%,-5%,0%,-1%,-1%,20%
NOD1 inhibition,-2%,-28%,5%,-12%,-41%,-20%,-13%,-24%
LYP phosphatase,1%,-10%,-11%,-4%,-4%,2%,-2%,-6%
Salmonella PhoP GFP,-5%,-3%,-5%,-1%,6%,-3%,-1%,9%
KOR beta-arrestin-1,-1%,5%,-9%,-22%,17%[20 µM],6%,8%[20 µM],24%
Myeloid diff MLP,i,i,i,i,i,i,i,i
Myeloid diff MLP GFP+ MAC1+ %,0.1,0.4,3.6,1.1,0.1,0.5,0.5,0.1
KOR beta-arrestin-2,1.5%,-2.0%,-0.5%,0.5%,.,-0.6%,-2.1%,-6.0%
SIAH1 antagonists,1%,2%,-4%,2%,-1%,-4%,2%,15%
HIV peptide binding,-0.3%,1.6%,0.0%,-2.0%,-1.0%,0.6%,-0.7%,2.5%

# In a second layout: entries from further up
cpd	SMILES	NOD2 inhibition	NOD1 inhibition	LYP phosphatase	Salmonella PhoP GFP	KOR beta-arrestin-1	Myeloid diff MLP	Myeloid diff MLP GFP+ MAC1+ %	KOR beta-arrestin-2	SIAH1 antagonists	HIV peptide binding
12	CCOc1ccccc1N(CC(=O)Nc1ccc2c(c1)OCCO2)S(C)(=O)=O	-5%	-12%	-4%	-1%	-22%	i	1.1	0.5%	2%	-2.0%
13	Cn1c(C(=O)N2CCCC(C(=O)c3ccc(C(F)(F)F)cc3)C2)cc(=O)n(C)c1=O (stereo not given)	0%	-41%	-4%	6%	17%[20 µM]	i	0.1	.	-1%	-1.0%
14	COc1ccc(S(=O)(=O)N2CCCC(C(=O)N3CCN(c4ccccc4)CC3)C2)cc1Cl (stereo not given)	-1%	-20%	2%	-3%	6%	i	0.5	-0.6%	-4%	0.6%
15	Nc1cccc(NC(=O)CN2CCOCC2)c1	-1%	-13%	-2%	-1%	8%[20 µM]	i	0.5	-2.1%	2%	-0.7%
16	Nc1cc(=O)[nH]c(SCC(=O)N2CCN(S(=O)(=O)c3ccc4ccccc4c3)CC2)n1	20%	-24%	-6%	9%	24%	i	0.1	-6.0%	15%	2.5%

# Further compounds.
(17) COc1ccc(-c2[nH]ncc2CNCc2cc(C)n(C)n2)c(F)c1
(18) Cc1ccc(Nc2nc(N)nc(CN3CCN(c4ccccc4)CC3)n2)cc1Cl
(19) CNC(=O)c1ccc(-n2cccn2)nc1
(20) COc1ccc(CN(CC(=O)NCc2ccc(F)cc2)C(=O)c2ccco2)cc1
(21) CC(=O)Nc1ccc(SCC(=O)N(C)C2CCS(=O)(=O)C2)cc1 (stereo not given)
(22) CCc1ccc(NC(=O)CSc2nnc(COc3ccc4c(c3)CCCC4)o2)cc1
(23) Cc1cccc2cc(CN(Cc3ccccc3)C(=S)NCCCN(C)C)c(=O)[nH]c12
(24) O=C1C2C3C=CC(CC3)C2C(=O)N1c1ccc([N+](=O)[O-])cc1 (stereo not given)
screen / no.,17,18,19,20,21,22,23,24
NOD2 inhibition,0%,-22%,7%,6%,7%,-10%,20%,7%
NOD1 inhibition,-19%,-22%,-22%,-17%,1%,-21%,-42%,-23%
LYP phosphatase,-6%,-1%,4%,-6%,-7%,-6%,-8%,-11%
Salmonella PhoP GFP,-5%,7%,10%,12%,-4%,7%,.,-1%
KOR beta-arrestin-1,-9%[20 µM],-25%,-1%,5%,-16%,18%,-29%[20 µM],-3%[20 µM]
Myeloid diff MLP,i,i,i,i,i,i,i,i
Myeloid diff MLP GFP+ MAC1+ %,1.0,0.1,0.4,1.0,1.4,0.7,0.3,0.5
KOR beta-arrestin-2,-2.1%,-0.4%,-0.7%,-0.6%,-0.5%,-0.5%,-4.2%,-0.4%
SIAH1 antagonists,12%,2%,-2%,2%,-2%,0%,4%,-3%
HIV peptide binding,-1.7%,-1.2%,0.7%,-1.7%,0.5%,1.4%,0.1%,-0.2%

(25) O=C1c2ccccc2C(=O)N1c1ccc(Cc2ccncc2)cc1
(26) c1cncc(-c2nc(N3CCCCCC3)c3ccccc3n2)c1
(27) CCc1sc(C(=O)N2CCCN(C)CC2)cc1Br
(28) CC(C)(C)C(=O)Nc1c(Br)c(C2CC2)nn1-c1ccccc1
(29) Cc1c(CN2CCCCC2)c(O)n(CCO)c(=O)c1C#N
(30) COc1ccc2cc(C(=O)Nc3ccc(Cl)cc3)sc(=O)c2c1OC
(31) Cc1cc(N2CCOCC2)n2nc(C(F)(F)F)c(-c3ccccc3)c2n1
(32) COc1ccc(OC)c(C(=O)CSc2nc3c(c(=O)n(C)c(=O)n3C)n2C(C)C)c1
screen / no.,25,26,27,28,29,30,31,32
NOD2 inhibition,-6%,6%,-2%,-12%,5%,0%,13%,31%
NOD1 inhibition,-8%,9%,-13%,11%,-10%,-28%,-3%,-3%
LYP phosphatase,-5%,-4%,-11%,-11%,-8%,-3%,-8%,-8%
Salmonella PhoP GFP,-6%,8%,-4%,-5%,-6%,-3%,7%,10%
KOR beta-arrestin-1,-2%,8%,-6%,-25%,-36%[20 µM],20%,3%,-4%
Myeloid diff MLP,i,i,i,i,i,i,i,i
Myeloid diff MLP GFP+ MAC1+ %,1.4,0.8,0.5,0.2,1.0,0.7,0.5,1.3
KOR beta-arrestin-2,2.8%,-2.4%,6.7%,5.8%,-2.2%,-7.4%,-7.3%,10%
SIAH1 antagonists,12%,-2%,3%,2%,2%,15%,-1%,4%
HIV peptide binding,-1.7%,-3.1%,0.9%,0.5%,25%,-0.7%,0.1%,0.5%

(33) CCCn1nnnc1SCC(=O)N(C(C)C)C(C)C
(34) COc1ccccc1C(=O)Nc1ccc(NC(=O)C2CCCCC2)nc1
(35) COc1ccc2c(/C=N/Nc3ccc(C(=O)O)cc3)c[nH]c2c1
(36) Cc1cc(N2CCN(c3ccccc3)CC2)nc(NCc2ccccc2)n1
(37) Cc1ccc(OCCOc2cccc3ccc(C)nc23)c([N+](=O)[O-])c1
(38) CCOC(=O)c1nn(-c2ccc(F)cc2)c2nc(Nc3ccccc3)cc(=O)n12
(39) Oc1c(C=Nc2ccc(Cl)cn2)sc2ccccc12
(40) O=C(O)C1OC2OC3(CCCCC3)OC2C2OC3(CCCCC3)OC12 (stereo not given)
screen / no.,33,34,35,36,37,38,39,40
NOD2 inhibition,-17%,19%,-117%,22%,-18%,17%,-186%,9%
NOD1 inhibition,4%,-23%,-10%,29%,-28%,1%,-11%,-14%
LYP phosphatase,-13%,-4%,-9%,-5%,-4%,4%,-9%,-7%
Salmonella PhoP GFP,5%,-8%,7%,-10%,-8%,3%,-8%,10%
KOR beta-arrestin-1,-69%,-45%,21%,-16%,-42%[20 µM],-29%,-4%,-19%
Myeloid diff MLP,i,i,i,i,i,i,i,i
Myeloid diff MLP GFP+ MAC1+ %,1.1,7.3,0.3,0.5,0.2,0.1,0.1,0.5
KOR beta-arrestin-2,-1.7%,0.3%,-4.2%,-5.0%,-0.4%,3.1%,0.7%,-6.6%
SIAH1 antagonists,-1%,2%,-5%,0%,1%,5%,10%,6%
HIV peptide binding,-0.8%,1.4%,46%,0.0%,-3.8%,7.3%,-2.5%,2.7%

(41) CC1=NN(c2ccccc2)C(=O)/C1=C/c1ccc[nH]1
(42) Nc1[nH]c2cc([N+](=O)[O-])ccc2c1-c1ccccn1
(43) Cc1cc(OC(=O)c2cc([N+](=O)[O-])ccc2Cl)c([N+](=O)[O-])c(=O)[nH]1
(44) COc1ccc(C2Nc3ccccc3C(=O)N2Cc2ccccc2)cc1CSc1ccccn1 (stereo not given)
(45) Cc1noc(C)c1C(=O)NCCc1ccccc1
(46) CSc1nc(C)cc(OCC#N)n1
screen / no.,41,42,43,44,45,46
NOD2 inhibition,4%,-16%,10%,-10%,4%,4%
NOD1 inhibition,-11%,-24%,-10%,-25%,6%,9%
LYP phosphatase,-4%,5%,-10%,2%,-5%,-9%
Salmonella PhoP GFP,-10%,4%,.,0%,-1%,9%
KOR beta-arrestin-1,10%,-4%,-19%[20 µM],18%,-3%,-26%
Myeloid diff MLP,i,.,i,i,i,i
Myeloid diff MLP GFP+ MAC1+ %,0.3,.,2.1,2.7,0.2,0.5
KOR beta-arrestin-2,1.8%,3.4%,.,-0.2%,0.6%,-6.4%
SIAH1 antagonists,1%,-8%,5%,-3%,-1%,0%
HIV peptide binding,-3.8%,15%,1.4%,0.0%,1.2%,-0.8%
